Screening results deposited in PubChem by National Center for Advancing Translational Sciences (NCATS).
KCNH2 3.1 block: blocks the human KCNH2 3.1 channel isoform | U2OS KCNH2 3.1, thallium flux FluxOr; active compounds read low | activity change, % (tested at about 1.8 µM) | 340,000 compounds, 0.95% hits;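 active means maximum activity change below -70%; inconclusive means maximum activity change from -70% to -50%; inactive means maximum activity change above -50%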;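 further: thallium influx rate constant from kinetic fluorescence after stimulation buffer; on the % scale 0 is the no-effect control and ±100 the full control effect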
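Measured as rate of thallium-driven FluxOr signal in transduced U2OS cells carrying the 3.1 channel, read kinetically for 2 min upon stimulation; values are rate constants scaled to DMSO control wells.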
Coupling enz: inhibits coupling enzyme system, counter-screen for aldolase hits | coupling enzyme system counterscreen, AmpLite Red fluorescence | activity change, negative = inhibition, % at 58.2 µM, hits read low | AID 2472 | 290,000 compounds, 0.67% hits; in the data active means activity change below about -30%; further: on the % scale 0 is the no-effect control and ±100 the full control effect
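Fluorescence at 525 nm excitation and 598 nm emission measured inhibition of the coupled detection system without aldolase. Compounds (at 57.5 uM final) were preincubated 10 min at room temperature with coupling enzyme reagent before a 20 min substrate/AmpLite Red step.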
NPC1 promoter act: activators of NPC1 promoter. 320,000 compounds, 2.4% hits. Huh7 NPC1 promoter luciferase reporter, 24 h. Potency, µM (doses to about 9.22 µM), for the others: at the highest dose activation, actives largely listed as activators;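 further: potency means the concentration at half of the fitted maximal effect; % of control where 0% means no effect; nearly all actives have a fitted effect of over 60% in size; reporter is driven by a mutant NPC1 promoter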
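Huh7 cells stably carrying NPC1 promoter–luciferase, plated in Opti-MEM with 10% FBS for 2 h, were exposed to compound in DMSO for 24 h at 37 °C; luciferase reagent was added for 10 min and luminescence read.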
Rab9 promoter act: activates the Rab9 promoter; Potency, µM (series often up to 9.22 µM), for the others: at the highest dose activation, negative = inhibition, actives largely listed as activators; Huh7 Rab9 promoter-luciferase reporter, luminescence, 24 h; 320,000 compounds, 2.8% hits; further: potency means the concentration at half of the fitted maximal effect; % of control where 0% means no effect; nearly all actives have a fitted effect of over 60% in size
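Luciferase signal after 10 min detection reagent at ambient indicates Rab9 promoter upregulation; stably transfected Huh7 cells were treated 24 h with compound in DMSO at 37 °C, 5% CO2.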
VP16 counter: counter-screen for ROR gamma inhibitors: Gal4-VP16 reporter; Drosophila S2 Gal4-VP16 UAS-luciferase, luminescence, 20 h; Potency, µM (highest dose often 53.6 µM), without a hit: top-dose activity, negative = inhibition, most hits filed as inhibitors; 310,000 compounds, 3.5% hits; AID 2546;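 further: Gal4-VP16 expression switched on by copper sulfate through the metallothionein promoter; potency means the concentration at half of the fitted maximal effect; on the % scale 0 is the no-effect control and ±100 the full control effect; nearly all actives have a fitted effect of over 50% in size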
uPA surface inh: blocks generation of uPA at the cell surface | AID 540303 | Potency, µM (titrated, usually from 38.3 µM), without a hit: at the top dose activity change, negative = inhibition, hits mostly inhibitors | cell surface uPA generation assay, qHTS | 330,000 compounds, 0.31% hits; active means well fitted inhibition curve with a large enough effect; inconclusive means small, poorly fitted or top-dose-only effect; inactive means no such curve, though single readings can be large or run the other way; tested in mouse RAW 264.7 cells; further: potency means the concentration at half of the fitted maximal effect; on the % scale 0 is the no-effect control and ±100 the full control effect; nearly all actives have a fitted effect of over 55% in size
RORg inh: ROR gamma (mouse) transcription inhibition | 310,000 compounds, 5.4% hits | Drosophila S2 Gal4-RORgamma UAS-luciferase reporter, 20 h | AID 2551 | P51450 | Potency, µM (top dose mostly 53.6 µM), inactives show at the top dose activity change, negative = inhibition, hits mostly inhibitors; further: potency means the concentration at half of the fitted maximal effect; on the % scale 0 is the no-effect control and ±100 the full control effect; nearly all actives have a fitted effect of over 60% in size
Target sequence (P51450 whole entry, looked up, the tested form may be a part): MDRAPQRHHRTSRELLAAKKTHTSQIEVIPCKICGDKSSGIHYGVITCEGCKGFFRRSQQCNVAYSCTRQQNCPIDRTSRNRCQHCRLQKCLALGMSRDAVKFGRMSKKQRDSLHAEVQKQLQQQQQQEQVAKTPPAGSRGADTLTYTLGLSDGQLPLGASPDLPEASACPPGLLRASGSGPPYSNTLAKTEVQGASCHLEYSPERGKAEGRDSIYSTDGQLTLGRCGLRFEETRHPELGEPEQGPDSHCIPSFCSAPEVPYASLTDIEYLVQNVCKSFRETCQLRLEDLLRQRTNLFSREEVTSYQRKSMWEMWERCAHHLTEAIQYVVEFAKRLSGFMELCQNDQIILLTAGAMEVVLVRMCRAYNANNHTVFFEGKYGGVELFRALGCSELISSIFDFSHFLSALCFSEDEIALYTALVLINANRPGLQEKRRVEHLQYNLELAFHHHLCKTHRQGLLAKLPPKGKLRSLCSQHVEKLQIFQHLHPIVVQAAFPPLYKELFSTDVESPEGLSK
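Compounds are pin-transferred onto Drosophila Schneider cells expressing a copper-inducible Gal4–ROR gamma transactivation domain fusion. After 1 hr, copper sulfate is added to 700 uM final; luciferase is read 20 hr later.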
ELG1 genotox: genotoxicity induction in ELG1-luciferase HEK293T cells; HEK293T ELG1-luciferase reporter, luminescence, 16 h; 330,000 compounds, 1.3% hits; AID 504466; Potency, µM (titrated, usually from 46 µM), for inactives: at the highest dose activity change, positive = activation, hits mostly activators; further: potency means the concentration at half of the fitted maximal effect; % of control where 0% means no effect; nearly all actives have a fitted effect of over 60% in size
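HEK293T cells expressing luciferase-tagged ELG1 were treated with compound or DMSO for 16 hr at 37°C. Luciferase activity was then read after 30 min with ONE-Glo at room temperature; rising signal flags genetic stress.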
Tb PFK block: inhibitors of T. brucei phosphofructokinase | Potency, µM (highest dose often 57.5 µM), for inactives: at the top dose activity, negative = inhibition, most hits filed as inhibitors | O15648 | T. brucei PFK, ADP-Glo luminescence | 330,000 compounds, 0.17% hits;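 further: potency means the concentration at half of the fitted maximal effect; 0% = uninhibited 1x PFK enzyme wells and -100% = no-enzyme wells; nearly all actives have a fitted effect of over 60% in size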
Target sequence (O15648 whole entry, looked up): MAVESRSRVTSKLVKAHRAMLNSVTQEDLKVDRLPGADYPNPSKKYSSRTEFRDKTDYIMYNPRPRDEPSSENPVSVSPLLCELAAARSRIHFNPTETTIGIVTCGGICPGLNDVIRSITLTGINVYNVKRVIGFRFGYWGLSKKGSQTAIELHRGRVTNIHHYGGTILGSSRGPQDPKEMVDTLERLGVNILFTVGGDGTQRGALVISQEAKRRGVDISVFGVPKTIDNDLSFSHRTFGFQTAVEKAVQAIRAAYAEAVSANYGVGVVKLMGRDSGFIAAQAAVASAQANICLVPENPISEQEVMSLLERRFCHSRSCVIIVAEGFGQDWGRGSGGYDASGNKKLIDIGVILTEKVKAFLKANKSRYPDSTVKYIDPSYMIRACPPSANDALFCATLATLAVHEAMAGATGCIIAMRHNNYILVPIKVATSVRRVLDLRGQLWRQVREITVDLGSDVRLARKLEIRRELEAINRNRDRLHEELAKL
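Activity is normalized to no-enzyme wells (full inhibition) and 1.25 nM enzyme wells (no inhibition). Reaction: 0.5 mM F6P, 0.1 mM ATP, 45 min RT, ADP-Glo luminescence; concentration-response curves fitted and classed by quality.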
FLuc modulator: counter-screen for miR-21 project: firefly luciferase inhibitors or activators; P08659; purified FLuc, Km substrates, luminescence inhibition; Potency, µM (top dose mostly 57.5 µM), without a hit: at the highest dose activity change, negative = inhibition, usual class: inhibitors; 360,000 compounds, 6.9% hits;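 further: potency means the concentration at half of the fitted maximal effect; plate controls were vehicle for no effect and reference inhibitor for full effect; nearly all actives have a fitted effect of over 55% in size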
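Purified P. pyralis luciferase, 10 nM final, with Km-level 10 uM D-luciferin and 10 uM ATP in 50 mM Tris acetate pH 7.5, 10 mM Mg acetate, 0.01% Tween-20, 0.05% BSA; 6-point qHTS titration about 60 µM downward; luminescence read.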
Giardia kill: kills Giardia lamblia. Giardia lamblia trophozoite viability. AID 540267. 340,000 compounds, 0.15% hits. activity change, % at 7.66 µM, hits read low; in the data active means activity change below about -80%; inconclusive means between about -30% and that limit;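 further: parasites exposed to compound for two days anaerobically before the ATP read; on the % scale 0 is the no-effect control and ±100 the full control effect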
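ATP-content bioluminescence gauges trophozoite survival. Cells (100/well) receive compound and incubate anaerobically for 48 hrs at 37 deg C; detection reagent follows for 15-30 min at room temperature.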
* hit, by the source's call; ? = inconclusive; nt = no result given; & = joins results of further samples; [ ] = remark or other dose. Unless noted, the call rests on the fitted dose curve; in most records, active means well fitted curve in the direction sought with a large enough effect; inconclusive means small, poorly fitted or top-dose-only effect, or another doubt; inactive means no such curve, though single readings can be large; an effect the other way counts as inactive or inconclusive.

SMILES | KCNH2 3.1 block | Coupling enz | NPC1 promoter act | Rab9 promoter act | VP16 counter | uPA surface inh | RORg inh | ELG1 genotox | Tb PFK block | FLuc modulator | Giardia kill
CCN1CCN(c2ccccc2NC(=O)c2ccc(-n3cccn3)cc2)CC1 | -15 | nt | -1% | 2% | nt | -22% | nt | -3% | -1% | 4% | 9
O=C(CNS(=O)(=O)c1ccc2ccccc2c1)Nc1ccc(F)c(F)c1F | 4 | nt | -6% | -3% | nt | 1% | nt | 0% | -1% | -1% | -2
CCN1C/C(=C/c2cccc([N+](=O)[O-])c2)C(=O)/C(=C/c2cccc([N+](=O)[O-])c2)C1 | -49 | 1 | -36%[inhibitor] | -50%[inhibitor] | 3.5µM* | -5% | 4µM* | -16% | 5% | -3% | -20
Cc1sc2nc(CSCC(=O)N(C)CC(=O)Nc3ccc(F)cc3)[nH]c(=O)c2c1C | 6 | nt | -1% | -10% | nt | 15% | nt | 1% | 1% | -19% | -13
CCOC(=O)Cn1cc(-c2ccccc2)nn1 | 13 | 2 | -1% | 6% | 8% | -4% | 8% | -1% | 5% | -16% | -16
O=C(N/N=C/C=C/c1ccco1)c1ccncc1 | 4 | -6 | -2% | 0% | ? | 0% | 10µM* | 0% | -11% | -5% | 8
Cn1c(=O)[nH]c(=O)c2c1nc(N1CCCCC1)n2CCCSc1nnnn1-c1ccccc1 | 7 | 1 | -3% | -6% | -6% | -5% | ? | 5% | -1% | -1% | -8
CCOC(=O)c1cc(NC(=O)Nc2ccccn2)c(C)nc1C | 19 | 0 | 13% | 2% | 12% | 12% | 20% | 4% | -4% | -1% | 14
Cc1cccc(OCC(=O)N/N=C/c2cn[nH]c2-c2ccc(Cl)c(Cl)c2)c1 | -7 | 2 | 1% | -5% | -15% | -4% | ? | -10% | -2% | -5% | 8
CCn1c2ccccc2c2cc(NC(=O)COc3ccc(OC)cc3)ccc21 | -3 | -2 | -1% | 0% | 5% | 4% | 14% | -3% | 6% | -3% | -1
NC(=O)Cc1ccc(C(=O)c2ccccc2)s1 | 17 | 0 | 2% | -19% | -6% | -7% | 6% | 8% | 1% | -5% | 1
O=C(c1cnsn1)N1CCC(CO)(Cc2ccc(Cl)cc2)CC1 | -24 | 0 | -7% | -5% | 3% | 1% | ? | 0% | 6% | 1% | 8
CCC(C)N(C(=O)COc1ccc(Cl)c2cccnc12)C1CCS(=O)(=O)C1 (stereo not given) | 11 | nt | -4% | -5% | nt | -1% | nt | ? | 5% | -1% | -20
CC1CC(C)CN(C(=O)CCC(=O)Nc2nnc(C(C)C)s2)C1 (stereo not given) | -16 | 0 | -5% | 4% | -7% | 2% | -1% | 2% | -2% | 0% | 46[activator]
O=C(NC(=S)NC1CCCCC1)c1ccc(Cl)cc1 | -12 | nt | -2% | 8% | 0% | 4% | ? | -6% | 1% | -19% | -6
COc1ccc(OC)c2sc(N3CCCCC3)nc12 | 9 | -4 | 29% | 21% | 25% | -1% | 22% | 18µM* | 1% | 19µM* | -1
CC(=O)c1cccc(Nc2nc(-c3cccnc3)cs2)c1 | -2 | 1 | 3.5µM* | ? | -3% | -8% | ? | 7% | -4% | 11µM* | 1
Cc1sc2ccccc2[n+]1CCC(C)S(=O)(=O)[O-] (stereo not given) | 4 | 0 | -2% | 5% | -3% | 7% | -1% | 2% | 17% | -2% | 0
COc1ccc(CCNC(=O)CN2CCCc3ccccc32)cc1OC | 0 | 4 | -2% | -2% | 1% | -1% | ? | -3% | 0% | 4% | 8
COc1cccc(NC(=O)CNC(=O)c2ccccc2)c1 | 7 | -1 | 18% | 25% | 20% | 3% | 40% | ? | 0% | -21% | -3
Cc1cccc(N2C(=O)CC(Sc3ccccc3C(=O)O)C2=O)c1 (stereo not given) | 10 | 1 | 8% | 1% | 5µM* | 6% | ? | 5% | 3% | -12% | 10
CC(C)NC(=O)[C@@H]1C[C@@]1(C)[C@@H](NC(=O)OCc1ccccc1)c1ccccc1 | 15 | 2&-3 | -3% | -4% | -13%&6% | -9% | ? | -2% | 0% | ? | 10
O=C(Nc1nccs1)C1(S(=O)(=O)c2ccc(Cl)cc2)CC1 | -10 | -1 | 1% | -3% | ? | nt | 7.1µM* | 0% | 1% | 1% | 2
O=C(NC1CCCCC1)C(c1cccnc1)N(CCc1ccccc1)C(=O)Cc1cccs1 (stereo not given) | -14 | 1 | -2% | -7% | -16% | 2% | 24% | 0% | 1% | 9% | -26
O=C1NC[C@H](Cc2ccccc2)N(CC2CCCCC2)C1=O | 4 | 2 | -4% | -2% | 6% | -7% | 2% | 5% | -3% | 2% | -16
Cc1ccc(-n2c(SCC(N)=O)nc3c([nH]c4ccccc43)c2=O)cc1 | -3 | -1 | 0% | 1% | 27% | -3% | 5% | 12% | -3% | 4%&3% | -11
CC1(C)CC(NC(=O)c2ccc(Cl)cc2Cl)CC(C)(C)N1 | 16 | 0 | -4% | 6% | 14% | -3% | -42%[1.91 µM] | 2% | 0% | 0% | -5
C=CCNC(=S)N/N=C/c1ccc(C(F)(F)F)cc1 | -1 | -2 | -24% | -22% | 2.8µM* | -4% | 0.71µM* | -3% | -4% | ? | -15
C[C@@]12C(=O)Nc3ccc(Cl)cc3C(=O)N1[C@H]1c3ccccc3OC[C@@H]1[C@@H]2c1ccccc1 | ? | nt | -8% | -3% | nt | ? | nt | 1% | 18% | -9% | 0
CCCCN(C(=O)c1ccc2c(c1)OCCO2)c1c(N)n(CC(C)C)c(=O)[nH]c1=O | 8 | nt | -5% | 2% | nt | 8% | nt | 2% | -1% | 1% | -3
CCCCCOC(=O)Nc1nnc(CCC)s1 | -1 | -4 | -1% | 13% | 14% | 3% | -4% | 3% | 0% | -10% | -20
COc1ccc(CN2CCN(Cc3ccc(OC)c(OC)c3OC)CC2)cc1 | -4 | -1 | -1% | -4% | -14% | -4% | 0% | -7% | -5% | 2% | -1
CCc1nnc(NC(=O)c2cc(-c3ccncc3)nc3ccccc23)s1 | -4 | 4 | -2% | -1% | -1% | -1% | -4% | -3% | 0% | -21% | 19
N/C(=N\c1nc2ccccc2o1)NC(=O)/C=C/c1ccccc1 | -25 | 1 | 1% | -1% | -20% | -6% | -42% | 0% | -2% | -1% | -12
Cc1ccc(/C=N/NC(=O)c2cccnc2)o1 | 2 | 0 | -2% | -4% | -10% | 3% | -27% | 0% | -2% | 8% | 38[activator]
CCOc1ccc(S(=O)(=O)N2CCC(C(=O)NC3CCCCC3)CC2)cc1 | nt | nt | -1% | -2% | -5% | 2% | -3% | 1% | 2% | 2% | 10
CC1=C(CC(=O)c2ccccc2)C(=O)c2ccccc2C1=O | 11 | -36* | 3% | -24% | ? | -7% | -44% | ? | -5% | -20% | -11
Cn1ncc(Cl)c1C(=O)N1CCN(C23CC4CC(CC(C4)C2)C3)CC1 | nt | nt | 1% | 3% | -1% | -4% | 15% | -3% | -3% | 2% | 18
Cc1nc(SCC(=O)OCc2ccccc2)c(C#N)c(-c2ccccc2)c1C(=O)Nc1ccccc1 | -2 | 0 | 6% | -2% | -16% | -2% | -30% | -5% | -4% | -2% | -4
Fc1ccccc1N1CCN(Cc2cccnc2)CC1 | 8 | 5 | 0% | -4% | 4% | 0% | -22% | 0% | -4% | 3% | -28
N#CCC(=O)N/N=C/c1c2ccccc2cc2ccccc12 | -8 | -1 | 0% | -6% | ? | -29% | 11µM* | nt | 4% | 2% | -27
Cc1ccc(CNC(=O)c2ccc(N3CCC4(CC3)CC(c3cccc(Br)c3)=NO4)c(NC(=O)c3ccc(Cl)c([N+](=O)[O-])c3)c2)cc1 | -3 | nt | nt | nt | nt | -6% | nt | 3% | 1% | nt | 4
C/C(CC(=O)Nc1cccc2c1CCCC2)=N\NC(=O)c1ccccc1N | -16 | 5 | 4% | -1% | 3% | nt | ? | -1% | 1% | -9% | -3
CCOC(=O)N1CCc2c(sc3c2c(=O)n(Cc2ccccc2)c(=O)n3Cc2ccccc2F)C1 | -11 | 1 | -5% | -6% | -17% | 20% | ? | -3% | -3% | 8% | -27
CCN1CC(=O)Nc2cc(S(=O)(=O)N3CCOCC3)ccc21 | -34 | 1 | -2% | 2% | -8% | -1% | -10% | 1% | 0% | 3% | 4
CCn1cc(C(=O)OC(C)C(=O)Nc2c(C)n(C)n(-c3ccccc3)c2=O)c(=O)c2ccc(C)nc21 (stereo not given) | -3 | 1 | -1% | 2% | 6% | -2% | 23% | -2% | -2% | 2% | 3
CCn1c(COc2ccccc2C(N)=O)nc2ccccc21 | -4 | 0 | -6% | -5% | -1% | -5% | -4% | 3% | -3% | ? | -3
CS/C(N)=N/C(=S)Nc1cccc(Cl)c1 | -17 | 0 | ? | ? | ? | -3% | ? | 9% | -15% | 19µM* | -4
